Screens from PubChem.
Sm TGR inh: inhibitors of Schistosoma mansoni thioredoxin glutathione reductase; purified TGR, DTNB reduction, TNB absorbance 405 nm; Potency, µM (top dose mostly 114 µM), without a hit: at the highest dose activity change, negative = inhibition, hits mostly inhibitors; Q962Y6; 3% of 360,000 active; AID 485364; also: potency is read from the fitted curve at half-maximal effect; nearly all actives have a fitted effect of over 60% in size
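First, TGR (20 nM dispensed) and NADPH were mixed with compound. Second, a 15 min room-temperature incubation followed. Third, further NADPH and then DTNB were added to start the reaction. Finally, TNB absorbance was monitored kinetically.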
AMA1 RON2 block: disrupts binding of P. falciparum AMA1 to RON2; Potency, µM (top dose mostly 58.2 µM), for inactives: at the top dose activity change, negative = inhibition, usual class: inhibitors; AlphaScreen AMA1-biotinylated RON2 peptide binding; 0.2% of 360,000 active;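 also: potency is read from the fitted curve at half-maximal effect; 0% = vehicle wells and -100% = peptide control; nearly all actives have a fitted effect of over 45% in size; some results filed as inactive show a strong effect at the top dose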
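AMA1 (3D7) with his tag at 25 nM final met compounds first, then biotinylated RON2 peptide at 25 nM; detection used donor plus acceptor beads, 10 µg/mL apiece, read by AlphaScreen after 30 min at room temperature.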
AmpC no deterg: inhibitors of E. coli AmpC beta-lactamase without detergent; P00811; AmpC nitrocefin hydrolysis, absorbance 480 nm, 0.0001% Triton; Potency, µM (highest dose often 57.1 µM), inactives show at the top dose activity change, negative = inhibition, actives largely listed as inhibitors; 0.52% of 330,000 active;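 also: potency is read from the fitted curve at half-maximal effect; plate controls were no compound for no effect and no enzyme for full effect; nearly all actives have a fitted effect of over 20% in size; some results filed as inactive show a strong effect at the top dose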
Target sequence (P00811 whole entry, looked up): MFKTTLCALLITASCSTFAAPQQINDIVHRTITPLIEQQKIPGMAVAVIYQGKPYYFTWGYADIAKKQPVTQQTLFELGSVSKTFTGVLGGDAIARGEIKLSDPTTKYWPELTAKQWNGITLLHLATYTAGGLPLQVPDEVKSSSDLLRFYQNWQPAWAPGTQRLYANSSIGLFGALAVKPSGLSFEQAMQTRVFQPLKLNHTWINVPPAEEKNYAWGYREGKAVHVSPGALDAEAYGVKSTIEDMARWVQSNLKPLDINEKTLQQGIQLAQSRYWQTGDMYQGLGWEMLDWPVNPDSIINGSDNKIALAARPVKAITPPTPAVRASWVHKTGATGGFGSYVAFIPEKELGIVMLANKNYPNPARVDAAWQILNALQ
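AmpC (5.3 nM in the dispensed reagent) in 20 mM phosphate pH 7.0 with 0.01% (detergent screen) or 0.0001% Triton X-100 was preincubated with compounds for 15 min at room temperature. Nitrocefin was then added from an 800 uM solution, and hydrolysis was followed at 480 nm.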
AmpC inh detg: AmpC beta-lactamase inhibition with detergent present; AmpC hydrolysis of nitrocefin, absorbance 480 nm, 0.01% Triton; 0.041% of 370,000 active; P00811; AID 485294; Potency, µM (highest dose often 114 µM), for the others: at the top dose activity change, negative = inhibition, actives largely listed as inhibitors;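 also: potency is read from the fitted curve at half-maximal effect; 0% = no-compound wells and -100% = no-enzyme wells; nearly all actives have a fitted effect of over 25% in size; some results filed as inactive show a strong effect at the top dose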
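20 mM phosphate pH 7.0 + 0.01% (detergent screen) or 0.0001% Triton X-100; 5.3 nM AmpC reagent; cpd preinc 15 min RT; nitrocefin (800 uM stock) to start; A480 q20 s × 4 min; Activity was normalised to no-enzyme and no-compound control wells.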
Tb PYK inh: T. brucei pyruvate kinase inhibition; Q57TT1; TbPYK enzyme, Kinase-Glo Plus ATP luminescence, 45 min; Potency, µM (top dose mostly 76.8 µM), without a hit: at the highest dose activity, negative = inhibition, usual class: inhibitors; 0.12% of 410,000 active; also: potency is read from the fitted curve at half-maximal effect; nearly all actives have a fitted effect of over 50% in size
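Luminescence from Kinase-Glo Plus, added after a 45-minute room-temperature reaction, served as the end-point read-out. The enzyme and substrate were preincubated with compound before ADP (130 uM final) initiated turnover. Concentration-effect curves came from normalized qHTS data.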
LmPK inhibitor: inhibitors of Leishmania mexicana pyruvate kinase | Potency, µM (series often up to 57.5 µM), inactives show at the top dose activity change, negative = inhibition, most hits filed as inhibitors | 0.37% of 290,000 active | purified LmPK, Kinase-Glo ATP luminescence, 1 h; also: potency is read from the fitted curve at half-maximal effect
Target sequence (Q27686 whole entry, looked up): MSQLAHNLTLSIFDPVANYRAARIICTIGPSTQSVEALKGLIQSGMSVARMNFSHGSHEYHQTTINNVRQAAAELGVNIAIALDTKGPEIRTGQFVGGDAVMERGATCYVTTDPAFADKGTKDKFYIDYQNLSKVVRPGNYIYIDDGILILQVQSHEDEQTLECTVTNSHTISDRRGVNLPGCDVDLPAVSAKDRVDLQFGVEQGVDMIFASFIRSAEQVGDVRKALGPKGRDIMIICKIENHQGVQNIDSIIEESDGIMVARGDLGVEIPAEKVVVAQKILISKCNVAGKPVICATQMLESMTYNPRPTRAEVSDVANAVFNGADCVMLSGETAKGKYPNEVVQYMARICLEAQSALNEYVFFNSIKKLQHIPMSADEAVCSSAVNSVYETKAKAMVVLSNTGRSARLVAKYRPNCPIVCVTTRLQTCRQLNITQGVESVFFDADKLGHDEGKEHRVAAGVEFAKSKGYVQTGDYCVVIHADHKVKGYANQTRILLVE
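Screened at intermediate enzyme activity to detect both inhibitors and activators: LmPK at 0.1 nM, with a 0.5 nM enzyme column as activation reference. PEP 0.5 mM, ADP 0.1 mM; ATP detected by luminescence after 1 h.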
HCMV antiviral: human cytomegalovirus inhibition; HFF cells, HCMV-luciferase reporter, 72 h; hits give low values; activity change, negative = inhibition, % at 57.5 µM; 4.5% of 410,000 active; AID 1259415; in the data active = activity change below about -60%; inconclusive = no clear call, values can overlap the other calls; inactive = above about -39%
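Luciferase read-out from HCMV-luciferase-infected HFFs (MOI 1 PFU/cell) 72 h post infection at 37C; compounds added after 16 h cell attachment; activity normalized between buffer-only basal and Salinomycin (10uM) inhibitor controls.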
An asterisk follows results filed as active; [ ] = another dose, or the depositor's remark. Unless noted, calls follow the shape of the dose curve; as a rule, active = well fitted curve in the direction sought with a large enough effect; inconclusive = small, poorly fitted or top-dose-only effect, or another doubt; inactive = no such curve, though single readings can be large; an effect the other way counts as inactive or inconclusive. Unless noted, % is scaled to controls: 0 for no effect and ±100 for the full control effect. Compounds as they come; about 7.4% have a hit in one of these screens.

How did Nn1c(SCC(=O)Nc2ccc(OC(F)F)cc2)nnc1-c1ccco1 do in these assays?
Sm TGR inh: -1%; AMA1 RON2 block: 1%; AmpC no deterg: -18%; AmpC inh detg: -14%; Tb PYK inh: 0%; HCMV antiviral: 24

Results for CCOc1ccc(NC(=O)CCC(=O)NNC(=O)COc2ccc(C)cc2)cc1 ?
AMA1 RON2 block: 10%; AmpC no deterg: 0%; AmpC inh detg: 4%; Tb PYK inh: -4%; LmPK inhibitor: -1%; HCMV antiviral: -29

How did COc1ccc(C2(C(=O)Nc3ccccc3)CCOCC2)cc1 do in these assays?
Sm TGR inh: 2%; AMA1 RON2 block: 1%; AmpC no deterg: -16%; AmpC inh detg: inconclusive; Tb PYK inh: -2%; LmPK inhibitor: 3%; HCMV antiviral: -24

What do the screens show for `O=C1C(c2c(O)[nH]c3ccccc23)=Nc2ccccc21`?
Sm TGR inh: 4%; AMA1 RON2 block: -1%; AmpC no deterg: -18%; AmpC inh detg: -4%; Tb PYK inh: -2%; LmPK inhibitor: inconclusive; HCMV antiviral: 60

How did NC(=O)CN1C(=O)NC2(CCCc3ccccc32)C1=O (stereo not given) do in these assays?
Sm TGR inh: inconclusive; AMA1 RON2 block: 0%; AmpC no deterg: -22%; AmpC inh detg: 6%; Tb PYK inh: -2%; LmPK inhibitor: -11%

What do the screens show for `Cc1cccc(CNC(=O)c2ccc(N3Cc4ccccc4Oc4ncccc43)s2)c1`?
Sm TGR inh: 0%; AmpC inh detg: 2%; Tb PYK inh: 0%; HCMV antiviral: -3

How did Cc1cc(C)n2nc(SCC(=O)N(C)C3CCCCC3)nc2n1 do in these assays?
Sm TGR inh: -1%; AMA1 RON2 block: -10%; AmpC no deterg: 4%; AmpC inh detg: -2%; Tb PYK inh: -2%; HCMV antiviral: -7

Results for CC1CN(S(=O)(=O)c2ccc(C(=O)N3c4ccccc4CC3C)cc2)CC(C)O1 (stereo not given) ?
Sm TGR inh: 7%; AMA1 RON2 block: 0%; AmpC no deterg: -7%; AmpC inh detg: 1%; Tb PYK inh: 3%; HCMV antiviral: -3

What do the screens show for `Cn1cccc1CN1CCN(C(=O)COc2ccccc2)CC1`?
Sm TGR inh: inconclusive; AMA1 RON2 block: -2%; AmpC no deterg: 41%; AmpC inh detg: inconclusive; Tb PYK inh: 4%; LmPK inhibitor: 2%; HCMV antiviral: -12

How did CCOC(=O)c1c(-c2ccc(N(C)C)cc2)oc2c1C(OC)CC2 (stereo not given) do in these assays?
AMA1 RON2 block: -3%; Tb PYK inh: -10%; HCMV antiviral: -7

Compounds from the list above containing four or more nitrogen atoms, in the order listed:
How did Nn1c(SCC(=O)Nc2ccc(OC(F)F)cc2)nnc1-c1ccco1 do in these assays?
Sm TGR inh: -1%; AMA1 RON2 block: 1%; AmpC no deterg: -18%; AmpC inh detg: -14%; Tb PYK inh: 0%; HCMV antiviral: 24

How did Cc1cc(C)n2nc(SCC(=O)N(C)C3CCCCC3)nc2n1 do in these assays?
Sm TGR inh: -1%; AMA1 RON2 block: -10%; AmpC no deterg: 4%; AmpC inh detg: -2%; Tb PYK inh: -2%; HCMV antiviral: -7

Next section
How did CC1C2C(C)N(C)C(=O)N(C)C2N(C)C(=O)N1C (stereo not given) do in these assays?
Sm TGR inh: -7%; AMA1 RON2 block: -2%; AmpC no deterg: -19%; AmpC inh detg: inconclusive; Tb PYK inh: 0%; LmPK inhibitor: -1%; HCMV antiviral: -26

Results for CC(C)N(C)C(=O)CCc1nnc(CCc2c[nH]c3ccccc23)o1 ?
Sm TGR inh: 10%; AMA1 RON2 block: -27%; AmpC no deterg: -2%; AmpC inh detg: 7%; Tb PYK inh: -4%; LmPK inhibitor: 0%; HCMV antiviral: 3

How did COc1ccc(C2CC(c3ccccc3)=NN2C(=O)CN2N=NC3C(=O)N(c4cccc(F)c4)C(=O)C32)cc1 (stereo not given) do in these assays?
Sm TGR inh: -13%; AMA1 RON2 block: -5%[2.32 µM]; AmpC no deterg: -25%; AmpC inh detg: 0%; Tb PYK inh: 0%; LmPK inhibitor: 1%; HCMV antiviral: -33

What do the screens show for `COc1ccc(C(=O)N2CCN=C2SC)cc1OC`?
Sm TGR inh: 0%; AMA1 RON2 block: -2%; AmpC no deterg: -17%; AmpC inh detg: -1%; Tb PYK inh: 3%; LmPK inhibitor: -2%; HCMV antiviral: -10

How did Cc1ccc(C(=O)O)cc1-c1ccc(/C=C2\SC(=O)N(CC(=O)Nc3ccccc3)C2=O)o1 do in these assays?
AMA1 RON2 block: inconclusive; AmpC no deterg: -28%; AmpC inh detg: 56µM*; Tb PYK inh: -11%; LmPK inhibitor: 2%; HCMV antiviral: -28

Results for Cc1cccc2cc(C(c3nnnn3C(C)(C)C)N3CCN(C(=O)c4ccco4)CC3)c(=O)[nH]c12 (stereo not given) ?
Sm TGR inh: -6%; AMA1 RON2 block: 0%; AmpC no deterg: -3%; AmpC inh detg: -5%; Tb PYK inh: -4%; LmPK inhibitor: 4%; HCMV antiviral: 24

Results for Cc1onc(-c2ccccc2)c1C(=O)N1CCC2(CC1)OCCO2 ?
Sm TGR inh: 3%; AMA1 RON2 block: 1%; AmpC no deterg: -14%; AmpC inh detg: -9%; Tb PYK inh: 4%; LmPK inhibitor: -2%; HCMV antiviral: 86

What do the screens show for `CCCOc1ccc([N+](=O)[O-])cc1C1NC(=S)NC(c2ccccc2)=C1C(=O)OCC` (stereo not given)?
Sm TGR inh: 10%; AMA1 RON2 block: -12%; AmpC no deterg: -19%; AmpC inh detg: -6%; Tb PYK inh: -7%; LmPK inhibitor: -4%; HCMV antiviral: inconclusive

Results for COc1nc(OCCNS(=O)(=O)c2ccc(C)cc2)nc(N(C)C)n1 ?
Sm TGR inh: 16%; AMA1 RON2 block: 0%; AmpC no deterg: -3%; AmpC inh detg: 5%; Tb PYK inh: 26%; LmPK inhibitor: 0%; HCMV antiviral: -4

Results for Cc1ccc(CN2CCC[C@]3(N[C@H](c4ccc(C(F)(F)F)cc4)[C@@H]4C(=O)N(C)C(=O)[C@@H]43)C2=O)cc1 ?
AMA1 RON2 block: 2%; Tb PYK inh: -5%; HCMV antiviral: 14

Results for O=c1c2cc(Cl)ccc2nc(-c2ccc(Cl)c(Cl)c2)n1O ?
Sm TGR inh: 4%; AMA1 RON2 block: 105%[activator]; AmpC no deterg: -18%; AmpC inh detg: -10%; Tb PYK inh: 2%; LmPK inhibitor: 1%; HCMV antiviral: 0

How did CSc1nsc(SC)c1NC(=O)OCC1CCCO1 (stereo not given) do in these assays?
Sm TGR inh: 5%; AMA1 RON2 block: -1%; AmpC no deterg: -16%; AmpC inh detg: 3%; Tb PYK inh: -27%; LmPK inhibitor: 0%; HCMV antiviral: -20

What do the screens show for `COc1ccc(S(=O)(=O)n2nc(-c3ccco3)nc2NCc2ccc(C(C)C)cc2)cc1`?
Sm TGR inh: -3%; AmpC inh detg: 9%; Tb PYK inh: -11%; HCMV antiviral: 57

Results for CCOC(=O)Nc1ccc2c(c1)N(C(=O)N(C)C)c1ccccc1CC2 ?
Sm TGR inh: 15%; AMA1 RON2 block: -9%; AmpC no deterg: 64%[activator]; AmpC inh detg: 7%; Tb PYK inh: -1%; LmPK inhibitor: 1%; HCMV antiviral: 57

What do the screens show for `COc1ccc(C(=O)CN(C(=O)c2ccc(Cl)cc2)N2C(=O)c3ccccc3C2=O)cc1`?
Sm TGR inh: -15%; AMA1 RON2 block: -7%; AmpC no deterg: -10%; AmpC inh detg: 4%; Tb PYK inh: -5%; LmPK inhibitor: 5%; HCMV antiviral: -8

How did CCCNC(=O)OCc1cccnc1Sc1ccc(C)cc1 do in these assays?
Sm TGR inh: 4%; AMA1 RON2 block: 21%; AmpC no deterg: -10%; AmpC inh detg: -2%; Tb PYK inh: 0%; LmPK inhibitor: 2%; HCMV antiviral: 54

How did CCc1ccc(CNC(=O)C2CCN(c3nn4cc(-c5ccc(OC)cc5)nc4s3)CC2)cc1 do in these assays?
Sm TGR inh: -1%; AmpC inh detg: -3%; Tb PYK inh: 3%[15.4 µM]; HCMV antiviral: 0

Results for CCCN(CC(=O)Nc1ccccc1OC)C(=O)CC1CCCC1 ?
Sm TGR inh: 0%; AMA1 RON2 block: -2%; AmpC no deterg: 1%; AmpC inh detg: 0%; Tb PYK inh: 5%; HCMV antiviral: -17

What do the screens show for `O=C(OCC(=O)N1CCOCC1)c1cc(-c2ccccc2)nc2ccccc12`?
AMA1 RON2 block: 22%; AmpC no deterg: 148%[activator]; Tb PYK inh: 3%; HCMV antiviral: -21

Results for CC(C)COC(=O)NCC12C=CC(O1)C1C(=O)N(c3ccc(Cl)cc3)C(=O)C12 (stereo not given) ?
Sm TGR inh: 1.6µM*; AMA1 RON2 block: -16%; AmpC no deterg: -30%; AmpC inh detg: -6%; Tb PYK inh: -23%; LmPK inhibitor: -21%; HCMV antiviral: 2

How did NC1=NC(=O)C(c2ccccc2)O1 (stereo not given) do in these assays?
Sm TGR inh: 1%; AmpC no deterg: -7%; AmpC inh detg: -9%; LmPK inhibitor: 3%

What do the screens show for `CCOC(=O)c1ccc(Nc2c(-c3ccc(OC)cc3)nc3nc[nH]n23)cc1`?
Sm TGR inh: 8%; AmpC inh detg: 4%; Tb PYK inh: -13%; HCMV antiviral: 52

What do the screens show for `O=C(NCC1CCN(Cc2cccc(Cl)c2)CC1)Nc1ccc(F)c(Cl)c1`?
Sm TGR inh: 1%; AmpC inh detg: -4%; Tb PYK inh: -16%; HCMV antiviral: inconclusive

What do the screens show for `Cc1ccc(NS(=O)(=O)N2CCOCC2)cc1Cl`?
Sm TGR inh: 5%; AMA1 RON2 block: 3%; AmpC no deterg: -9%; AmpC inh detg: 4%; Tb PYK inh: 4%; LmPK inhibitor: -4%; HCMV antiviral: -9

What do the screens show for `CC(C)(C)C(=O)NC1CC2CCCC(C1)N2C(=O)Nc1cccc(Cl)c1` (stereo not given)?
Sm TGR inh: -5%; AMA1 RON2 block: -1%; AmpC no deterg: 0%; AmpC inh detg: 21%; Tb PYK inh: -1%; LmPK inhibitor: 0%; HCMV antiviral: -25

How did COc1cc(OC)c(NC(=O)CCn2cnc3onc(-c4ccc(F)cc4)c3c2=O)cc1Cl do in these assays?
Sm TGR inh: -5%; AmpC inh detg: -3%; Tb PYK inh: 0%; HCMV antiviral: -9
